# MPTP block – blocks calcium-induced mitochondrial swelling; isolated mouse mitochondria, Ca2+ swelling absorbance, 30 min; inhibition, % at 10 µM; 360,000 tested, 1.4% active;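 active means inhibition of 50% or more, scaled per plate between neutral and stimulator controls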;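 further: 0% = DMSO wells given calcium and 100% = 1 mM EGTA wells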
# APJ ag – APJ receptor agonism. P35414. CHO-K1 APJ PathHunter beta-arrestin, luminescence; 0% DMSO wells, 100% apelin. 330,000 tested, 0.11% active. activation, % at 20 µM. AID 2520;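 active means activation more than six SD over the plate average, tested at 20 µM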;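 further: 0% = DMSO alone and 100% = apelin-13 at 10 nM; some results filed as inactive read as strong as hits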
# Target sequence (P35414 whole entry, looked up): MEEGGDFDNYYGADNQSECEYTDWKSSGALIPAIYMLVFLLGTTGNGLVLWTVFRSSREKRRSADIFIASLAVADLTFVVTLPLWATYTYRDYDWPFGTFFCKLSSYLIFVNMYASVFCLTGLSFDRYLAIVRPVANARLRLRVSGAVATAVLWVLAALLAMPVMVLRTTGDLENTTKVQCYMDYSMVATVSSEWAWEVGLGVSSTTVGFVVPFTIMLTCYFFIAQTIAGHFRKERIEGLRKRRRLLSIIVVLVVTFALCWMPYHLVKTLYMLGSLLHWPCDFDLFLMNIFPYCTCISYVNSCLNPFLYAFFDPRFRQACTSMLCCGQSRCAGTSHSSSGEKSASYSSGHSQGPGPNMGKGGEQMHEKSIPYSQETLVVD
#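 system = engineered CHO-K1 APJ arrestin reporter cells | input = 1000 cells per well | timing = overnight seeding, 90 min compound at 25 °C, 1 h detection | measured by = enzyme-fragment complementation luminescence | read-out = beta-arrestin recruitment to APJ as agonist activity, luminescent signal | control set = negative DMSO alone, positive Apelin-13 at 10 nM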
# NLRP3 yeast inh – inhibitors of NALP3 inflammasome in yeast | Yeast reconstituted NLRP3/ASC/caspase-1, beta-gal luminescence, 24 h | inhibition, % at 10 µM | 330,000 tested, 0.39% active | AID 2825;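 active means inhibition of 50% or more; inactive means inhibition below 50%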;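 further: plate controls were induced DMSO wells for no effect and uninduced yeast grown without galactose for full effect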
# tim23-1 inh – tim23-1 yeast growth inhibition; AID 463212; inhibition, % at 20 µM; S. cerevisiae tim23-1 growth, BacTiter-Glo luminescence, 24 h; 330,000 tested, 1.3% active;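 active means growth inhibition of the mutant yeast at or above 50%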;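 further: temperature-sensitive mutant grown at 25 °C; plate controls were DMSO-treated mutant yeast for no effect and medium wells lacking yeast for full effect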
# beta cell repl – MIN6 beta-cell proliferation induction; MIN6 cells proliferation, ATPlite luminescence, 48 h; cells starved in 0.2% serum; 100% = growth in 10% serum; proliferation, % at 10 µM; 330,000 tested, 0.29% active; AID 2380;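 active means compounds whose signal lies at least 3.5 SD above the mean of all wells on their plate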;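 further: 0% = DMSO-treated cells in low-serum medium and 100% = 10% serum control; some compounds called inactive have numbers as strong as hits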
# APJ antag – blocks the human apelin receptor APJ | P35414 | CHO-K1 APJ beta-arrestin complementation, luminescence | inhibition, % at 20 µM | 330,000 tested, 0.32% active | AID 2521;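 active means inhibition above about 40% at 20 µM, limit read from the data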;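 further: cells challenged with 10 nM apelin-13 agonist together with compound; plate controls were apelin-13 plus DMSO wells for no effect and DMSO wells lacking apelin-13 for full effect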
# tim10-1 inh – tim10-1 yeast growth inhibition; inhibition, % at 20 µM; AID 463190; 330,000 tested, 2.2% active; S. cerevisiae tim10-1 ts strain growth, BacTiter-Glo, 24 h;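 active means inhibition of at least 40%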;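 further: mutant grown at 25 °C; 0% = DMSO wells with yeast and 100% = wells holding no yeast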
# TIM10 inh – TIM10 yeast growth inhibition. S. cerevisiae TIM10 strain growth, BacTiter-Glo luminescence, 24 h. inhibition, % at 10 µM. 330,000 tested, 1.4% active. AID 463195;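 active means inhibition of 40% or more at the single tested concentration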;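 further: wild-type TIM10 isogenic control strain grown at permissive 25 °C; 0% = DMSO yeast wells and 100% = minimal medium wells without yeast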
# GRIN3A LBD mod – modulates the human NR3A ligand-binding domain. NR3A LBD differential scanning fluorimetry, Tm shift; 0% = protein alone, 100% = glycine-bound protein. Tm shift relative to glycine control, % at 25 µM. 340,000 tested, 2.5% active;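 active means melting temperature shift of at least 10% of the positive control shift, at one fixed dose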
# * marks the source's active call; other numbers are inactive results; nt = no result given. An unsorted share of the library; 7.2% or so of the library scored in one or more.
SMILES,MPTP block,APJ ag,NLRP3 yeast inh,tim23-1 inh,beta cell repl,APJ antag,tim10-1 inh,TIM10 inh,GRIN3A LBD mod
COc1ccc(CN2CCN(C(=O)c3ccc(S(=O)(=O)N4CCCCCC4)cc3)CC2)cc1,-1.5,2,25,15,1,-18,5,21,-2
C[C@H](NC(=O)c1ccccc1Cl)C(=O)OCCOc1ccc(Cl)cc1,1.7,-3,13,-10,-5,-11,-25,-49,-1
Clc1ccc(-c2nc3ccncc3[nH]2)cc1,-0.8,4,-2,-2,-4,-23,6,3,-10
COC(=O)/C(C#N)=C/c1c(N2CCN(c3ccccc3)CC2)nc2ccccn2c1=O,-0.7,-2,20,25,-2,26,18,22,4
CC1CC(=O)NN=C1c1ccc(N)c([N+](=O)[O-])c1 (stereo not drawn),1.1,-2,17,16,0,-1,-8,-5,-8
Cc1cccc(NC(=S)NC(C)CCc2ccccc2)c1 (stereo not drawn),30,0,28,34,0,-2,25,6,-5
Cc1ccc(C)c(OC(C)C(=O)Nc2ccc(S(=O)(=O)Nc3nccs3)cc2)c1 (stereo not drawn),-1.9,2,1,24,2,-17,3,-6,-7
CNC(=O)c1[nH]nc2c1CCc1cc(OC)ccc1-2,-0.4,-2,17,16,0,0,22,-1,-6
CC1CCN(Cc2c(O)ccc3c2O/C(=C\c2ccco2)C3=O)CC1,6.3,3,20,14,0,3,4,-4,-2
N#CCSc1nc2cc(C(=O)N3CCCC3)ccc2c(=O)n1Cc1ccccc1,0.4,6,-1,12,0,19,16,21,-4
c1csc(Cc2nn3c(-c4n[nH]c5c4CCC5)nnc3s2)c1,-1.8,-6,5,-8,-2,-4,23,14,-1
O=C(c1ccc(F)cc1)N1CCCN(c2nc(-c3ccccc3)ns2)CC1,1.5,-2,14,22,-1,9,3,12,0

# Record cards, as listed above. Order of values: MPTP block, APJ ag, NLRP3 yeast inh, tim23-1 inh, beta cell repl, APJ antag, tim10-1 inh, TIM10 inh, GRIN3A LBD mod
# Clc1ccc(-c2nc3ccncc3[nH]2)cc1 across the screens: -0.8, 4, -2, -2, -4, -23, 6, 3, -10
# O=C(c1ccc(F)cc1)N1CCCN(c2nc(-c3ccccc3)ns2)CC1 across the screens: 1.5, -2, 14, 22, -1, 9, 3, 12, 0
# COc1ccc(CN2CCN(C(=O)c3ccc(S(=O)(=O)N4CCCCCC4)cc3)CC2)cc1 across the screens: -1.5, 2, 25, 15, 1, -18, 5, 21, -2
# Cc1cccc(NC(=S)NC(C)CCc2ccccc2)c1 (stereo not drawn) across the screens: 30, 0, 28, 34, 0, -2, 25, 6, -5
# c1csc(Cc2nn3c(-c4n[nH]c5c4CCC5)nnc3s2)c1 across the screens: -1.8, -6, 5, -8, -2, -4, 23, 14, -1

# In another format: entries from further up
# Below each compound: MPTP block, APJ ag, NLRP3 yeast inh, tim23-1 inh, beta cell repl, APJ antag, tim10-1 inh, TIM10 inh, GRIN3A LBD mod
> CC1CC(=O)NN=C1c1ccc(N)c([N+](=O)[O-])c1 (stereo not drawn)
    1.1, -2, 17, 16, 0, -1, -8, -5, -8
> Cc1cccc(NC(=S)NC(C)CCc2ccccc2)c1 (stereo not drawn)
    30, 0, 28, 34, 0, -2, 25, 6, -5

# (further entries)
SMILES,MPTP block,APJ ag,NLRP3 yeast inh,tim23-1 inh,beta cell repl,APJ antag,tim10-1 inh,TIM10 inh,GRIN3A LBD mod
O=C(Nc1cccc(-c2cscn2)c1)C1CCN(Cc2ccc(CO)o2)CC1,-0.1,3,3,-7,2,18,-1,-5,2
Cc1cc(Nc2ccc(Cl)cc2)nc(N2CCOCC2)n1,3.7,1,4,12,-2,-13,3,-5,-1
CCCc1cc(SCC(=O)Nc2c(C)n(C)n(-c3ccccc3)c2=O)n2c(nc3ccccc32)c1C#N,nt,0,-9,-16,-6,7,35,-5,4
O=C(CSCCO)N1CCc2ccccc21,0.9,2,6,10,-3,2,1,-1,-1
Cc1ccc(/C=C2\SC(=S)N(CCC(=O)NNC(=O)c3cccc(O)c3)C2=O)cc1,3.3,8,12,1,2,-14,12,-23,24*
O=C(NCC1CCCN1S(=O)(=O)c1cccs1)C(=O)Nc1ccccc1 (stereo not drawn),-1.1,1,3,19,3,10,19,-2,-1
Cc1sc2ncnc(N3CCC(C(=O)Nc4ccc(OC(F)F)c(Cl)c4)CC3)c2c1C,8.5,-1,20,-10,-6,1,-4,1,10*
COc1ccc(CN(C)C2CCN(C)CC2)cc1OC,0.4,0,9,-21,-4,4,-2,-14,1
O=C(COc1ccc(F)cc1)NCCN1CCCC1,0.0,-2,11,-10,0,5,-2,4,0
CCCCCCC(=O)N1CCC(c2nc3c(nnn3Cc3ccccc3Cl)c(=O)[nH]2)CC1,-3.0,-1,-1,14,-6,-9,16,15,-18
Cc1c(Cl)c([N+](=O)[O-])nn1CC(=O)N1CCc2ccccc2C1,-1.5,-2,27,18,-2,13,19,1,1
CSc1ccc(C(=O)C2CCCN(C(=O)c3ccc(C)nc3)C2)cc1 (stereo not drawn),-1.9,-3,16,14,-2,3,7,-9,0
COc1ccc(NS(=O)(=O)c2cc3c(cc2C)NC(=O)CO3)c(OC)c1,-0.5,0,2,14,-3,6,30,19,3
COc1ccc(Cl)cc1N1C(=O)c2cccnc2C1=O,0.1,1,-2,5,-3,11,5,6,1
CC(=O)c1cccc(NC(=O)c2cc3nc(C)cc(C)n3n2)c1,-1.0,-2,18,8,-2,8,3,-5,-1
Cc1cccc(N2CCN(C(=O)c3cc4cc(F)ccc4[nH]3)CC2)c1C,-0.3,-2,9,15,-3,-5,18,20,-7
COc1cc(/C=N/NC(=O)C2(O)c3ccccc3-c3ccccc32)ccc1O,-0.8,1,-5,-1,1,-11,11,9,-3
CCn1c(C)cc(O)cc1=O,-1.4,2,3,12,0,-6,-9,8,5
Cc1nc(NC(=O)c2ccccc2)sc1-c1csc(Nc2ccc(F)cc2)n1,nt,2,12,20,-9,1,15,-3,nt
Cc1ccccc1Nc1nc(N)nc(CSc2nc3ccccc3c(=O)n2CCCO)n1,-1.1,3,6,2,-3,13,-6,-9,-4
Cc1ccc(Cl)cc1NC(=O)CCC(=O)NCc1ccco1,0.4,0,18,-10,-1,9,-9,-10,1
CCOc1cc(C(=O)Nc2cc(C(=O)OC)ccc2C)ccc1OCC(=O)N1CCOCC1,-0.8,-5,8,11,-1,12,11,3,-4
Cc1ccccc1Nc1nc(N)nc(COC(=O)c2cccc(S(=O)(=O)N(C)c3ccccc3)c2)n1,1.4,3,-16,20,-3,4,15,23,-6
Cc1cc(C)n2nc(-c3ccc(Br)cc3)cc2n1,0.5,-1,43,29,3,12,12,-7,0
COc1cc(C=O)ccc1OCCOCCOc1ccccc1Cl,18,0,26,10,-2,-10,9,-23,0
Cc1ccc(C)c(Nc2ncnc3nc[nH]c23)c1,-1.5,-2,6,-2,1,-72,-1,1,0
COC(=O)c1c(NC(=O)C(=O)N2CCOCC2)sc2c1CCC2,0.4,1,28,22,0,12,24,11,-3
Cc1onc(-c2ccccc2)c1-c1csc(N/N=C/c2ccccc2Cl)n1,28,-2,-2,16,-6,-8,11,16,-6
CCCCCn1c(N)c(-c2nc3ccccc3o2)c2c([N+](=O)[O-])nn(CC)c(=O)c21,23,-3,-2,1,0,-14,7,-8,2
Cc1nc(NCCOc2ccccc2)sc1C(=O)Nc1ccccc1,2.8,0,16,20,-1,7,3,17,8
O=C(OCC(=O)N(C1CCCCC1)C1CCCCC1)c1ccc(O)cc1,1.0,-4,-30,-1,3,-3,24,-3,-4
Cc1nc2ccc(C(=O)N3CCN(c4ccccn4)CC3)cc2s1,-0.8,-1,18,18,-2,4,28,3,1
O=S(=O)(NC1=NCCCCC1)c1ccc(F)cc1F,-0.1,-2,-2,3,0,-7,1,7,1
CC1CC(C)CN(C(=O)C2CCN(S(=O)(=O)c3ccc4c(c3)CC(C)N4C(=O)C3CC3)CC2)C1 (stereo not drawn),-2.2,-1,-11,16,-4,0,16,-1,0
O=C1CSC(c2ccccc2)N1c1ccc(F)cc1F (stereo not drawn),-0.5,-3,-5,-1,2,9,5,4,-5
CN1CCN(c2ccccc2NC(=O)c2cccc([N+](=O)[O-])c2)CC1,-3.0,1,11,-12,-1,-13,10,6,-2

# Structures shown so far with a nitro group on carbon:
SMILES,MPTP block,APJ ag,NLRP3 yeast inh,tim23-1 inh,beta cell repl,APJ antag,tim10-1 inh,TIM10 inh,GRIN3A LBD mod
CC1CC(=O)NN=C1c1ccc(N)c([N+](=O)[O-])c1 (stereo not drawn),1.1,-2,17,16,0,-1,-8,-5,-8
Cc1c(Cl)c([N+](=O)[O-])nn1CC(=O)N1CCc2ccccc2C1,-1.5,-2,27,18,-2,13,19,1,1
CCCCCn1c(N)c(-c2nc3ccccc3o2)c2c([N+](=O)[O-])nn(CC)c(=O)c21,23,-3,-2,1,0,-14,7,-8,2
CN1CCN(c2ccccc2NC(=O)c2cccc([N+](=O)[O-])c2)CC1,-3.0,1,11,-12,-1,-13,10,6,-2

# Continuation.
SMILES,MPTP block,APJ ag,NLRP3 yeast inh,tim23-1 inh,beta cell repl,APJ antag,tim10-1 inh,TIM10 inh,GRIN3A LBD mod
COC(=O)c1ccc(N2CCN(S(=O)(=O)c3ccc4ccccc4c3)CC2)c([N+](=O)[O-])c1,72*,3,2,16,-5,-5,24,25,3
Cc1cc(N2CCC(C)CC2)n2nc(C)c(-c3ccccc3)c2n1,-0.9,-5,-3,10,-6,2,26,38,3
CC(C)(C)c1ccc(NC(=O)c2c(F)cccc2Cl)cc1,0.5,2,-7,42,-1,-1,32,14,-2
Cc1ccc(OCCn2cc(/C(N)=N/O)c3ccccc32)cc1C,-1.9,-1,13,13,-5,0,17,10,-1

# Retrieved by compound from the entries so far, 2 records:
SMILES,MPTP block,APJ ag,NLRP3 yeast inh,tim23-1 inh,beta cell repl,APJ antag,tim10-1 inh,TIM10 inh,GRIN3A LBD mod
CC(C)(C)c1ccc(NC(=O)c2c(F)cccc2Cl)cc1,0.5,2,-7,42,-1,-1,32,14,-2
Cc1ccc(OCCn2cc(/C(N)=N/O)c3ccccc32)cc1C,-1.9,-1,13,13,-5,0,17,10,-1
